BRCA1 expr up – activators of BRCA1 expression; 380,000 compounds, 1.1% hits; AID 624202; Potency, µM (series often up to 46.1 µM), inactives show at the top dose activation, most hits filed as activators; MCF7-BRCA1-FFLuc reporter, luminescence, 48 h; response scale: scaled: vehicle 0%, 10 µM genistein 100%; active = well fitted activation curve with a large enough effect; inconclusive = small, poorly fitted or top-dose-only effect; inactive = no such curve, though single readings can be large or run the other way; note: nearly all actives have a fitted effect of over 80% in size; some results filed as inactive show a strong effect at the top dose
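Luminescence from a BRCA1-driven firefly luciferase in MCF7 cells was the read-out, taken 15 min after substrate addition following 48 h compound exposure at 37 °C. Data were normalized to a 10 microM genistein control and DMSO vehicle.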
uPA surface inh – inhibitors of cell surface uPA generation. cell surface uPA generation assay, qHTS. Potency, µM (series often up to 38.3 µM), without a hit: at the highest dose activity change, negative = inhibition, actives largely listed as inhibitors. 330,000 compounds, 0.31% hits. AID 540303; active = well fitted inhibition curve with a large enough effect; inconclusive = small, poorly fitted or top-dose-only effect; inactive = no such curve, though single readings can be large or run the other way; tested in mouse RAW 264.7 cells; note: % is set by controls: 0 for no effect and ±100 for the full control effect; nearly all actives have a fitted effect of over 55% in size
* = called active by the depositor. Potency is the fitted concentration of half-maximal effect.

Sample of the layout, 2 compounds:
How did CN1C(=O)C(C)(C2=CCCCC2)C(=O)NC1=S (stereo not given) do in these assays?
BRCA1 expr up: 2%; uPA surface inh: -5%

What do the screens show for `CC1(C)CC[C@]2(C)CC[C@]3(C)C4C[C@@H]5OO[C@@]6(O5)C(CCCC6(C)C)[C@]4(C)CC[C@@]3(C)C2C1` (stereo not given in full)?
BRCA1 expr up: 4%; uPA surface inh: 7%

The list itself, from the start:
How did CN1C(=O)C(C)(C2=CCCCC2)C(=O)NC1=S (stereo not given) do in these assays?
BRCA1 expr up: 2%; uPA surface inh: -5%

What do the screens show for `CC1(C)CC[C@]2(C)CC[C@]3(C)C4C[C@@H]5OO[C@@]6(O5)C(CCCC6(C)C)[C@]4(C)CC[C@@]3(C)C2C1` (stereo not given in full)?
BRCA1 expr up: 4%; uPA surface inh: 7%

How did COc1ccc(C(O)C(C)NC(C)C(O)c2ccc(OC)cc2)cc1 (stereo not given) do in these assays?
BRCA1 expr up: 11%; uPA surface inh: 11%

What do the screens show for `Cc1cccc(N2CCC3(CC2)C(=O)NC(=O)NC3=O)c1`?
BRCA1 expr up: 12%; uPA surface inh: 4%

Results for O=C1N[C@@H](c2ccccc2)COC(=O)[C@H](Cc2ccc(F)cc2)C/C=C\C[C@H]1CC(=O)N(CCO)Cc1ccccc1 ?
BRCA1 expr up: -2%; uPA surface inh: -8%

How did CN/C=C(/Cl)P(=O)(OC(C)C)OC(C)C do in these assays?
BRCA1 expr up: -13%; uPA surface inh: 3%

Results for CC1=C(C)CC2(C(=O)NC(=S)NC2=O)C(C)C1 (stereo not given) ?
BRCA1 expr up: -15%; uPA surface inh: 5%

Results for Cc1ccccc1CN1Cc2cnnn2-c2ccccc2C1C#N (stereo not given) ?
BRCA1 expr up: -75%; uPA surface inh: inconclusive

What do the screens show for `CCCCOC(=O)c1ccc(NC(=O)c2c(O)[nH]c(=O)[nH]c2=O)cc1`?
BRCA1 expr up: 16%; uPA surface inh: -6%

What do the screens show for `COC(=O)[C@@H]1C[C@]2(C(=O)O)c3ccccc3N(OOSc3ccccc3)[C@@H]2N1C(=O)OC`?
BRCA1 expr up: -9%; uPA surface inh: 8%

What do the screens show for `COC(=O)C1=C(c2ccccc2)C[C@@H]2CC[C@H]1N2C(=O)NCC1CC1`?
BRCA1 expr up: -14%; uPA surface inh: 9%

How did O=C1NC2C(=CC(O)C(O)C2O)c2cc3c(c(O)c21)OCO3 (stereo not given) do in these assays?
uPA surface inh: -6%

Results for O=C(Cc1ccccc1)N1CCN(Cc2ccc(Cl)cc2)CC1 ?
BRCA1 expr up: -24%; uPA surface inh: 1%

What do the screens show for `CC1C(c2ccccc2)OC(=O)N1C` (stereo not given)?
BRCA1 expr up: 0%; uPA surface inh: -5%

How did C/C=C1/CN2[C@@H]3C4CO[C@@H]3c3c([nH]c5cc(OC)ccc35)[C@@H]2CC14 (stereo not given in full) do in these assays?
BRCA1 expr up: 3%; uPA surface inh: 7%

What do the screens show for `COC/C=C1\CN2C3C[C@@H]1[C@H]1COC4=Nc5cc(OC)c(OC)c(OC)c5[C@@]43C[C@@H]12`?
BRCA1 expr up: 8%; uPA surface inh: 4%

Results for CSc1ccc(CN2CCN(C(=O)Cc3ccccc3)CC2)cc1 ?
BRCA1 expr up: -39%; uPA surface inh: 2%

How did C=C(C)[C@@]12OC3(c4ccccc4)O[C@@H]1C1[C@@H]4O[C@]4(CO)[C@@H](O)[C@]4(O)C(=O)C(C)=C[C@H]4[C@@]1(O3)[C@H](C)[C@H]2OC(=O)/C=C/C=C/c1ccccc1 (stereo not given in full) do in these assays?
uPA surface inh: inconclusive

How did CC[C@H]1CN(C)CCc2c([nH]c3ccccc23)C(=O)C[C@@H]1/C(=C\OC)C(=O)OC do in these assays?
BRCA1 expr up: -25%; uPA surface inh: -14%

Results for CCOC(=O)c1cccc(NC(=O)c2c(O)[nH]c(=O)[nH]c2=O)c1 ?
BRCA1 expr up: 2%; uPA surface inh: -22%

What do the screens show for `Cc1ccc(N/N=C/C=C/c2ccco2)cc1`?
BRCA1 expr up: 7.9µM*; uPA surface inh: -2%

Results for O=C1NCCCCC1(Cl)Cl ?
BRCA1 expr up: 2%; uPA surface inh: 2%

How did COC(=O)C1=C(c2ccc(S(C)(=O)=O)cc2)C[C@@H]2CC[C@H]1N2C(=O)NCCO do in these assays?
BRCA1 expr up: 25%; uPA surface inh: -4%

Results for CC(=O)OC1C2(CC3N4C(=O)C5(CO)SSC4(CC31O)C(=O)N5C)OC(C)C(C)(C)C2=O (stereo not given) ?
BRCA1 expr up: -100%; uPA surface inh: -10%

Results for CC1(C(=O)O)CCCC2(C)c3cc(O)ccc3CCC12 (stereo not given) ?
uPA surface inh: 10%

What do the screens show for `COc1nc(C)nc(NC(=O)NS(=O)(=O)c2ccccc2Cl)n1`?
BRCA1 expr up: 13%; uPA surface inh: -1%

How did C#CC1(O)CCC2C3CCC4=CC(=O)CCC4=C3C=CC21C (stereo not given) do in these assays?
BRCA1 expr up: -35%; uPA surface inh: -13%

Results for COc1cc([N+](=O)[O-])c2nc(C)ccc2c1[N+](=O)[O-] ?
BRCA1 expr up: -76%; uPA surface inh: -8%

What do the screens show for `CCOP(=S)(OCC)N1CC1`?
BRCA1 expr up: 1%; uPA surface inh: -2%

How did CC(=O)OC1CCC2(C)C(=CC(=O)C3C2CCC2(C)C(OC(C)=O)CCC32)C1 (stereo not given) do in these assays?
BRCA1 expr up: -1%; uPA surface inh: 11%

How did O=C(CSCC(=O)NN=Cc1ccccc1O)NN=Cc1ccccc1O do in these assays?
BRCA1 expr up: -83%; uPA surface inh: inconclusive

Results for O=[N+]([O-])c1ccc(C(=Nc2ccccc2)N2CC2)cc1 ?
BRCA1 expr up: 32%; uPA surface inh: inconclusive

Results for CC1([N+](=O)[O-])COP(=O)(Nc2cccc(F)c2)OC1 (stereo not given) ?
BRCA1 expr up: -3%; uPA surface inh: 4%

How did C=C1C(=O)[C@@]23C[C@H]4[C@@H]5[C@@]6(C)CCC[C@@]57[C@@H]2[C@@H](O)[C@@H]1C[C@H]3[C@H]7N4C6 do in these assays?
BRCA1 expr up: -60%; uPA surface inh: inconclusive

What do the screens show for `COc1ccccc1N1CCN(Cc2ccc3c(c2)OCO3)CC1`?
BRCA1 expr up: -6%; uPA surface inh: 6%

Results for Cc1ccccc1-c1ccc2n1Cc1cnnn1-c1ccccc1-2 ?
BRCA1 expr up: 2%; uPA surface inh: -13%

Results for COc1ccc(C[C@H]2NC[C@H](O)[C@H]2OC(C)=O)cc1 ?
uPA surface inh: -84%

How did Cc1noc(C)c1COc1ccccc1C(=O)N1CCN(S(=O)(=O)c2ccccc2Br)CC1 do in these assays?
BRCA1 expr up: -8%; uPA surface inh: inconclusive

How did CCN1C[C@@]2(COC)C3[C@@H](OC)[C@H]4[C@@H]1[C@@]3(C1C[C@@]3(O)[C@H](OC(=O)c5ccccc5)C1[C@]4(OC(C)=O)[C@@H](O)[C@H]3OC)[C@@H](OC)C[C@H]2O (stereo not given in full) do in these assays?
BRCA1 expr up: 2%; uPA surface inh: 6%

How did CC(=O)OC1CC[C@@]2(C)C(=CC(=O)C3C4CCC(OC(C)=O)[C@@]4(C)CCC32)C1 (stereo not given in full) do in these assays?
BRCA1 expr up: 5%; uPA surface inh: 5%

How did CSc1ncc(Br)c(N2CC2)n1 do in these assays?
BRCA1 expr up: -37%; uPA surface inh: -3%

How did COC1CCC(OC2CC(C3(C)CCC4(CC(O)C(C)C(C(C)/C=C(\C)C(=O)C(C)CC(C)C(=O)O)O4)O3)OC3(OC(C4OC(O)(CO)C(C)CC4C)CC3C)C2C)OC1C (stereo not given) do in these assays?
uPA surface inh: 22%

What do the screens show for `CN(C)Cc1c[nH]c2ccc([N+](=O)[O-])cc12`?
BRCA1 expr up: 3%; uPA surface inh: -3%

How did COC(=O)C1=C(c2cc3ccccc3s2)C[C@@H]2CC[C@H]1N2C(=O)NC1CCCCC1 do in these assays?
BRCA1 expr up: -32%; uPA surface inh: inconclusive

Results for CC1(O)CCC2C3CCC4=CC(=O)CCC4(C)C34OC4CC21C (stereo not given) ?
BRCA1 expr up: -27%; uPA surface inh: -1%

Results for COC(=O)C1=C(c2cc3ccccc3s2)C[C@@H]2CC[C@H]1N2C(=O)N1CCOCC1 ?
BRCA1 expr up: -22%; uPA surface inh: inconclusive

How did COc1cccc2c1N=C1CCCC3CN(C(C)=O)CCC123 (stereo not given) do in these assays?
BRCA1 expr up: -7%; uPA surface inh: 6%

How did COC(=O)C1=C(c2cc3ccccc3s2)C[C@@H]2CC[C@H]1N2C(=O)NCC1CC1 do in these assays?
BRCA1 expr up: -13%; uPA surface inh: -19%

Looked up by structure from the entries so far:
What do the screens show for `CN(C)Cc1c[nH]c2ccc([N+](=O)[O-])cc12`?
BRCA1 expr up: 3%; uPA surface inh: -3%

How did COC(=O)C1=C(c2cc3ccccc3s2)C[C@@H]2CC[C@H]1N2C(=O)NC1CCCCC1 do in these assays?
BRCA1 expr up: -32%; uPA surface inh: inconclusive

How did Cc1noc(C)c1COc1ccccc1C(=O)N1CCN(S(=O)(=O)c2ccccc2Br)CC1 do in these assays?
BRCA1 expr up: -8%; uPA surface inh: inconclusive

How did COc1cccc2c1N=C1CCCC3CN(C(C)=O)CCC123 (stereo not given) do in these assays?
BRCA1 expr up: -7%; uPA surface inh: 6%

Going on with the list:
How did O=C(NN=Cc1ccc(N(CCCl)CCCl)cc1)c1cccc([N+](=O)[O-])c1 do in these assays?
BRCA1 expr up: -52%; uPA surface inh: -7%

How did COC(=O)C1=C(c2cc3ccccc3o2)C[C@@H]2CC[C@H]1N2C(=O)N1CCOCC1 do in these assays?
BRCA1 expr up: -4%; uPA surface inh: inconclusive

What do the screens show for `CSc1ccccc1NP1(=O)OCC(C)([N+](=O)[O-])CO1` (stereo not given)?
BRCA1 expr up: -7%; uPA surface inh: 4%

How did COC(=O)C1=CO[C@@H](C)[C@H]2CN3CC[C@]4(C(=O)Nc5ccccc54)[C@@H]3C[C@H]12 do in these assays?
BRCA1 expr up: -2%; uPA surface inh: 11%

What do the screens show for `CC=C(CC)C1(CC)C(=O)NC(=S)NC1=O`?
BRCA1 expr up: -7%; uPA surface inh: 3%

How did ClCCN(CCCl)c1ccc(C2=NCCc3ccccc32)cc1 do in these assays?
BRCA1 expr up: -37%; uPA surface inh: -9%

What do the screens show for `Oc1c(Cl)cccc1Cc1cc(Cl)cc(Cl)c1O`?
uPA surface inh: 0%

What do the screens show for `C=C1[C@@H](O)[C@H](Cc2ccccc2)N(Cc2ccccc2Br)S1(=O)=O`?
BRCA1 expr up: -52%; uPA surface inh: 10µM*

Results for CCC1=CCN(CCc2c(C)[nH]c3ccccc23)CC1 ?
BRCA1 expr up: 8%; uPA surface inh: -31%

What do the screens show for `C(=NN1CCCCCC1)c1c[nH]c2ccccc12`?
BRCA1 expr up: -24%; uPA surface inh: -1%

How did COc1ccc(C=C2C(=O)NC(=S)NC2=O)cc1OC do in these assays?
BRCA1 expr up: -5%; uPA surface inh: -3%

How did COC(=O)C1=C(c2cccc(OC)c2OC)C[C@@H]2CC[C@H]1N2C(=O)N1CCC(C)CC1 do in these assays?
BRCA1 expr up: -9%; uPA surface inh: 6%

What do the screens show for `O=P(N1CCCCCC1)(N1CCCCCC1)N1CC1`?
BRCA1 expr up: -1%; uPA surface inh: -14%

How did CCC1(CC)COP(=O)(OCC(Cl)CCl)OC1 (stereo not given) do in these assays?
BRCA1 expr up: -5%; uPA surface inh: 1%

Results for CN=C1CN(O)C(c2ccccc2)=c2cc(Cl)ccc2=N1 ?
BRCA1 expr up: -8%; uPA surface inh: 1%

Results for O=[N+]([O-])c1ccc(N2CC2)c([N+](=O)[O-])c1 ?
uPA surface inh: 3%

Results for CC1CC2(C)C(CCC3C2CCC2(C)C(OP(=O)(N4CC4)N4CC4)CCC32)CC1=O (stereo not given) ?
BRCA1 expr up: -9%; uPA surface inh: 2%

How did O=C(Cc1c[nH]c2ccccc12)NNCc1ccc(N(CCCl)CCCl)cc1 do in these assays?
BRCA1 expr up: -47%; uPA surface inh: -13%

How did COc1cccc2c1O[C@H]1C(=O)CC[C@H]3CN(C)CCC231 (stereo not given in full) do in these assays?
BRCA1 expr up: 0%; uPA surface inh: 0%

How did COC(=O)C12CCc3c(ccc4cc(OC)ccc34)C1=CC(=O)C2 (stereo not given) do in these assays?
BRCA1 expr up: -9%; uPA surface inh: 2%

What do the screens show for `C=C1C(C)C2C(Cc3ccccc3)NC(=O)C23OC(=O)/C=C/C(O)CCCC(C)C/C=C/C3C1O` (stereo not given)?
BRCA1 expr up: -70%; uPA surface inh: -11%

How did CC[C@H]1CN2CC[C@@]3(C(=O)Nc4ccccc43)[C@@H]2C[C@@H]1/C(=C\OC)C(=O)OC do in these assays?
BRCA1 expr up: -5%; uPA surface inh: 2%

Results for O=C1NC(=O)C(=Cc2c(Cl)cccc2Cl)C(=O)N1 ?
BRCA1 expr up: 13%; uPA surface inh: -3%

What do the screens show for `O=C1NC(=O)C2(CCN(S(=O)(=O)c3ccccc3)CC2)C(=O)N1`?
BRCA1 expr up: -8%; uPA surface inh: -3%

How did Cc1ccccc1NC(=NCCCN1CC1)Nc1ccccc1C do in these assays?
BRCA1 expr up: -70%; uPA surface inh: -12%

What do the screens show for `CC1([N+](=O)[O-])COP(=O)(NC2CC2)OC1` (stereo not given)?
BRCA1 expr up: -2%; uPA surface inh: 4%

How did COc1cc(C(=O)NC2CCN(C)CC2)ccc1Nc1ncc2c(n1)N(C1CCCC1)CCC(=O)N2C(C)C do in these assays?
BRCA1 expr up: -54%; uPA surface inh: inconclusive

Compound activity deposited in PubChem by National Center for Advancing Translational Sciences (NCATS).

This is a subset (hit frequency here may not be typical).
